mIAP block – inhibitors of mouse IAP, primary screen, biochemical, luminescence, uHTS; inhibition, % at 10 µM; actives 0.2% (n = 330,000); AID 2806, 2010; intestinal alkaline phosphatase [Mus musculus]; purified mouse IAP, CDP-Star luminescence, 30 min;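 active = inhibition of at least 40% at 10 µM in the primary screen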;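 note: plate controls were DMSO with enzyme for no effect and no enzyme wells for full effect; values of inactives mirror those of a sister screen read the other way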
A3G deaminase – APOBEC3G DNA deaminase inhibitors, primary screen, biochemical, fluorescence, single-stranded DNA substrate, uHTS. DNA dC->dU-editing enzyme APOBEC-3G (Homo sapiens), Q9HC16. recombinant A3G, ssDNA deamination FAM/TAMRA fluorescence. inhibition, % at 20 µM. actives 0.28% (n = 330,000). AID 493012, 2011;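 active = inhibition of at least 40% at 20 µM, with no more than 30% in the related APOBEC3A deaminase screen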;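 note: plate controls were DMSO wells with A3G for no effect and wells lacking A3G enzyme for full effect; some compounds called inactive have numbers as strong as hits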
Target sequence (Q9HC16 whole entry, looked up): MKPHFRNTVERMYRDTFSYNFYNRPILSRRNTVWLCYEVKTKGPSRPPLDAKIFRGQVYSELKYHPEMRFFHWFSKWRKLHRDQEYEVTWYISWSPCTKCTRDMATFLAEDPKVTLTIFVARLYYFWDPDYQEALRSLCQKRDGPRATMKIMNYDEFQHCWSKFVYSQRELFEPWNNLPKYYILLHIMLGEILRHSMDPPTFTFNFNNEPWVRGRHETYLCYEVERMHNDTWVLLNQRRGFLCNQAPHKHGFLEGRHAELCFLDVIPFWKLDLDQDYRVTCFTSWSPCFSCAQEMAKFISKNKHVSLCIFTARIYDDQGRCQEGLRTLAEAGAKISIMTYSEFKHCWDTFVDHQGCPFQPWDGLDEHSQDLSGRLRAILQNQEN
GRIN3A LBD mod – binders of NR3A ligand-binding domain, primary screen, biophysical, differential scanning fluorimetry, uHTS; Glutamate receptor ionotropic, NMDA 3A (GRIN3A) ligand-binding domain; NR3A LBD differential scanning fluorimetry, Tm shift; 0% = protein alone, 100% = glycine-bound protein; Tm shift relative to glycine control, % at 25 µM; actives 2.5% (n = 340,000);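 active = melting temperature shift of at least 10% of the positive control shift, at one fixed dose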
hIAP inh – human IAP inhibitors, primary screen, biochemical, luminescence, uHTS; purified IAP, CDP-Star luminescence, 30 min; inhibition, % at 10 µM; actives 0.12% (n = 330,000); AID 2544, 2010;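 active = inhibition reaching a set limit with compound at 10 µM in the primary screen, cut at about 35% in these data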;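 note: plate controls were DMSO wells with enzyme for no effect and no-enzyme buffer wells for full effect; values of inactives mirror those of a sister screen read the other way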
hIAP activ – human IAP activators, primary screen, biochemical, luminescence, uHTS | Intestinal-type alkaline phosphatase (Homo sapiens), P09923 | purified human IAP, CDP-Star luminescence, 30 min; hits give high values; 1 = vehicle-only enzyme, 0 = enzyme-free background | activation factor at 10 µM | actives 0.16% (n = 330,000) | AID 2524, 2010;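 active = activation factor of the enzyme at least 2-fold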; note: the source names both 10 and 20 µM as test concentration; values of inactives mirror those of a sister screen read the other way
MPTP block – mitochondrial permeability transition pore inhibitors, primary screen, biochemical, isolated mouse mitochondria, absorbance; Ca2+ swelling absorbance, 30 min; inhibition, % at 10 µM; actives 1.4% (n = 360,000);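 active = inhibition of 50% or more, scaled per plate between neutral and stimulator controls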;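 note: 0% = DMSO wells given calcium and 100% = 1 mM EGTA wells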
MIN6 prolif – inducers of MIN6 beta-cell proliferation, primary screen, ATP luminescence, uHTS. MIN6 cells proliferation, ATPlite luminescence, 48 h; cells starved in 0.2% serum; 100% = growth in 10% serum. proliferation, % at 10 µM. actives 0.29% (n = 330,000). AID 2380, 2010;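 active = compounds whose signal lies at least 3.5 SD above the mean of all wells on their plate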;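 note: 0% = DMSO-treated cells in low-serum medium and 100% = 10% serum control; some compounds called inactive have numbers as strong as hits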
mIAP act – activators of mouse IAP, primary screen, biochemical, luminescence, uHTS | muIAP, CDP-Star luminescence, 30 min; hits give high values; 1 = vehicle-only enzyme signal, 0 = enzyme-free wells | activation factor at 10 µM | actives 0.24% (n = 330,000) | intestinal alkaline phosphatase [Mus musculus];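 active = activation factor of at least 2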; note: the source names both 10 and 20 µM as test concentration; values of inactives mirror those of a sister screen read the other way
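also added = chemiluminescent substrate CDP-Star | test system = mouse IAP enzyme | signal = chemiluminescence readout | compound = DMSO-dissolved test compounds | incubation = 30 min at room temperature | benchmarks = DMSO wells, no-enzyme wells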
A3A deaminase – APOBEC3A ssDNA deaminase inhibitors, primary screen, selectivity assay for APOBEC3G inhibitor project, biochemical, FAM/TAMRA oligo cleavage fluorescence. DNA dC->dU-editing enzyme APOBEC-3A (Homo sapiens), P31941. recombinant A3A, FAM/TAMRA ssDNA deamination fluorescence. inhibition, % at 20 µM. actives 0.41% (n = 330,000). AID 493011, 2011;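 active = at least 40% inhibition at 20 µM here, with at most 30% in a related deaminase screen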;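 note: plate controls were A3A with DMSO for no effect and wells lacking A3A enzyme for full effect; some results filed as inactive read as strong as hits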
Target sequence (P31941 whole entry, looked up): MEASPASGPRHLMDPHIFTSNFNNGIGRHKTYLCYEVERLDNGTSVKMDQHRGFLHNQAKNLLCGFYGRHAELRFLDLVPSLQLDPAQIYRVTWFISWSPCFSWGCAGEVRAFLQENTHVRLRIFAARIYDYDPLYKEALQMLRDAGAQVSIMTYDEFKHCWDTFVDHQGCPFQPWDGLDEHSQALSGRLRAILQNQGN
* = called active by the depositor.

Values run as follows: mIAP block | A3G deaminase | GRIN3A LBD mod | hIAP inh | hIAP activ | MPTP block | MIN6 prolif | mIAP act | A3A deaminase
COC(=O)c1c(C)[nH]c(-c2csc(N)n2)c1C
  9 | -4 | 0 | 11 | 0.89 | -0.5 | -3 | 0.91 | -4
CC(Sc1nnnn1C)C(=O)Nc1ccc(N2CCOCC2)cc1 (stereo unspecified)
  1 | -3 | 0 | 4 | 0.96 | -0.3 | 1 | 0.99 | -3
Cn1cccc1/C=N/n1c(-c2ccc(Cl)cc2Cl)n[nH]c1=S
  12 | 7 | -17 | -1 | 1 | -0.1 | -3 | 0.88 | -4
CCc1ccc2c(c1)C(c1ccc([N+](=O)[O-])cc1)=NNC(c1ccc(C)cc1)=N2
  8 | -7 | -3 | -27 | 1.3 | 0.6 | -2 | 0.92 | -6
COc1ccc(/C=C(\C#N)C(=O)Nc2cccc3ncccc23)cc1OC
  -14 | -1 | 0 | -15 | 1.2 | 2.6 | -2 | 1.1 | 0
O=C(COC(=O)c1ccccc1NCCO)NCc1cccs1
  2 | -10 | 0 | -2 | 1 | 0.3 | -3 | 0.98 | 1
C=CCn1c(SCc2nc(N)nc(N3CCCCC3)n2)nnc1-c1ccco1
  7 | 15 | 0 | 2 | 0.98 | 1.3 | -3 | 0.93 | 4
COc1cc(S(=O)(=O)N2CCN(c3ccccc3F)CC2)c(OC)cc1Cl
  -5 | 6 | 0 | -32 | 1.3 | -3.5 | -2 | 1.1 | -4
O=C(CNCc1cccc2ccccc12)Nc1ccccc1[N+](=O)[O-]
  2 | -9 | 0 | 19 | 0.81 | 1.8 | -1 | 0.98 | -1
Cc1cccc(N2CCN(C(=O)CN3C(=O)C4CC=CCC4C3=O)CC2)c1C (stereo unspecified)
  -3 | 0 | -2 | -9 | 1.1 | -1.0 | -5 | 1 | -1
CC(C)Oc1ccc(CN2CCC(n3nccc3NC(=O)CCc3ccccc3)CC2)cc1
  -46 | -6 | -1 | 8 | 0.92 | -0.7 | -4 | 1.5 | 6
Cn1cc(/C=C(\NC(=O)c2ccccc2Cl)C(=O)NCCCN2CCOCC2)c2ccccc21
  -1 | -1 | -1 | -9 | 1.1 | -0.8 | -1 | 1 | 0
Cc1snc(SCc2cccc(Cl)c2)c1C#N
  7 | -6 | 20* | 6 | 0.94 | -0.6 | -2 | 0.93 | -1
Clc1ccc(/C=N/Nc2ccccn2)cc1
  11 | -6 | -8 | 7 | 0.93 | 0.5 | -2 | 0.89 | -3
Cc1cc(C(=O)CSc2nnc(-c3ccco3)o2)c(C)n1C
  28 | -2 | 1 | 0 | 1 | 0.0 | 2 | 0.72 | -1
C[C@@H]1COC(=O)[C@@H](NC(=O)OCC2c3ccccc3-c3ccccc32)C/C=C\C[C@@H](CC(=O)N(CCO)Cc2ccccc2)C(=O)N1
  13 | -9 | -2 | -1 | 1 | -1.4 | -6 | 0.87 | -4
C/C(=N\Nc1nncc2ccccc12)c1cccc(OC(F)F)c1
  12 | -4 | -1 | 3 | 0.97 | 1.3 | 0 | 0.88 | -1
O=C(C1CCC(CNS(=O)(=O)c2ccccc2)CC1)N1CCOCC1 (stereo unspecified)
  3 | -3 | 2 | 12 | 0.88 | 0.1 | 0 | 0.97 | -4
O=C(NCc1ccccn1)c1ccc(Cl)c(NC2=NC3CS(=O)(=O)CC3S2)c1 (stereo unspecified)
  4 | -7 | -1 | 18 | 0.82 | 0.7 | 7 | 0.96 | -5
COc1ccc(/C=N/Nc2nnc(C)n2N)cc1OC(C)=O
  -4 | -4 | 1 | 10 | 0.9 | -0.1 | -2 | 1 | -4
Cc1cc(NC(=O)Cn2c(=O)c3c(ncn3CC(C)C)n(Cc3ccccc3)c2=O)no1
  1 | -4 | 0 | -13 | 1.1 | -1.4 | -2 | 0.99 | 1
Cc1cc(N2CCC(C(=O)N3CCN(c4cccc(C)c4C)CC3)CC2)n2ncnc2n1
  -21 | 0 | 0 | -11 | 1.1 | -0.4 | 0 | 1.2 | 5
Cc1ccn2cc(CNS(=O)(=O)c3ccc4c(c3)OCCO4)nc2c1
  -3 | -2 | 0 | -2 | 1 | -3.0 | 0 | 1 | 3
Cc1ccn2c(Nc3ccccc3C)c(-c3ccccn3)nc2c1
  12 | -2 | -5 | -22 | 1.2 | 1.3 | -6 | 0.88 | 2
Fc1ccc(NC(=S)NN=C2CCCCCC2)cc1
  -6 | -7 | -1 | -16 | 1.2 | -0.6 | 1 | 1.1 | -6
CC(C)CC(NC(N)=O)C(=O)Nc1cccc([N+](=O)[O-])c1 (stereo unspecified)
  -3 | 0 | 0 | 0 | 1 | -0.5 | 0 | 1 | 1
CN(C)c1nc(NCc2ccccc2)nc(N/N=C/c2ccc3c(c2)OCO3)n1
  1 | 2 | -2 | 9 | 0.91 | 1.2 | -2 | 0.99 | 7
O=C(Oc1c(-c2ccco2)oc2ccccc2c1=O)c1cccnc1
  -9 | -7 | -2 | -29 | 1.3 | 0.8 | -5 | 1.1 | 0
Cc1ccc(OCC(=O)NCc2ccccn2)c(Br)c1
  13 | 4 | 2 | -2 | 1 | -1.0 | 0 | 0.87 | 3
Cc1cc(NC(=O)C2C3C(=O)N(Cc4ccc(Cl)cc4)C(C(=O)NCc4ccccc4)C34C=CC2(C)O4)no1 (stereo unspecified)
  -7 | 1 | -2 | -4 | 1 | -3.9 | -2 | 1.1 | -15
COc1cc(CNCc2cccc3ccccc23)cc(OC)c1
  9 | -2 | -4 | 0 | 1 | 1.2 | -1 | 0.91 | -4
Cc1ccccc1-c1nc(CS(=O)CC(=O)NCCN2CCN(Cc3ccccc3)CC2)c(C)o1 (stereo unspecified)
  4 | -14 | -3 | 10 | 0.9 | 0.2 | 0 | 0.96 | -3
O=[N+]([O-])c1ccccc1S(=O)(=O)Nc1ccc2c(c1)OCCO2
  3 | -5 | -3 | 22 | 0.78 | -2.2 | 2 | 0.97 | -5
CCN(CC)CCCNC(=O)C1CCC(=O)N(c2ccc(OC)cc2)C1c1ccc(F)cc1 (stereo unspecified)
  -6 | -4 | 0 | -23 | 1.2 | -0.8 | -1 | 1.1 | -1
O=C(O)CC1(c2ccccc2)C(=O)c2ccccc2C1=O
  -13 | 3 | 3 | -4 | 1 | 6.5 | -1 | 1.1 | 2
CC(=O)c1c(C)[nH]c(C(=O)NC2CCCCC2)c1C
  -7 | -3 | -4 | 0 | 1 | 3.5 | -1 | 1.1 | 3
COc1ccc(OC)c(S(=O)(=O)Nc2cc(C)on2)c1
  4 | -2 | 1 | 1 | 0.99 | -0.8 | -2 | 0.96 | -4
O=C(/C=C/c1ccccc1Cl)OCC(=O)N1CCCC1
  -11 | 3 | 3 | -19 | 1.2 | 1.1 | -4 | 1.1 | -4
COc1cccc(NC(=O)COC(=O)c2nc3nccc(C)n3n2)c1
  4 | -1 | 0 | 14 | 0.86 | -3.5 | 0 | 0.96 | 0
Cn1c(SCC(=O)NC2CC2)nnc1-c1ccccc1Cl
  1 | -7 | 1 | 0 | 1 | -0.2 | -1 | 0.99 | -1
CCn1c(CSc2nc(C)cc(C)n2)nnc1SCC(=O)Nc1cccc2ccccc12
  -9 | -1 | 1 | -17 | 1.2 | -1.7 | -3 | 1.1 | 0
CCOC(=O)C1Nc2ccccc2C2c3ccccc3CC12 (stereo unspecified)
  -6 | -19 | 1 | -10 | 1.1 | -1.8 | -6 | 1.1 | -3
Cc1cc(C(=O)NCC(=O)OCC(=O)N(C2CCCCC2)C2CCCCC2)ccc1[N+](=O)[O-]
  12 | -4 | -12 | -4 | 1 | 1.5 | -2 | 0.88 | -5
Cc1ccc([N+](=O)[O-])cc1S(=O)(=O)N1CCC(C)CC1
  6 | 0 | 1 | -2 | 1 | -0.8 | 1 | 0.94 | -2
Cc1ccccc1NC(=O)NCCN1C(=O)C2C3C=CC(C3)C2C1=O (stereo unspecified)
  2 | 5 | -1 | 8 | 0.92 | -0.5 | 0 | 0.98 | -1
COc1ccc(S(=O)(=O)NCCc2ccccn2)cc1
  -7 | 1 | -1 | -24 | 1.2 | 1.4 | 3 | 1.1 | 5
CC(CC(=O)O)CC(=O)N1CCN(S(=O)(=O)c2cccs2)CC1 (stereo unspecified)
  -1 | 4 | -2 | -38 | 1.4 | 0.7 | 0 | 1 | -4
COc1ccccc1NC(=O)COC(=O)COc1ccccc1F
  -10 | -9 | 0 | -15 | 1.2 | -0.7 | 4 | 1.1 | -2
Cc1ccc(C)c(S(=O)(=O)N2CCN(CC(=O)Nc3ccc([N+](=O)[O-])cc3)CC2)c1
  11 | -5 | -7 | 3 | 0.97 | 7.1 | 0 | 0.89 | 1
COc1ccc(OC)c(S(=O)(=O)N2CCC(C(=O)NCc3cccnc3)CC2)c1
  6 | -4 | -2 | 9 | 0.91 | 0.6 | -3 | 0.94 | 0
COc1ccc(Nc2cc(C)c3ccc(O)cc3n2)cc1
  -8 | -5 | -1 | -17 | 1.2 | 6.0 | -4 | 1.1 | 0
COC(=O)CCC/C=C1/SCC(NC(=O)c2ccccc2)C1=O (stereo unspecified)
  12 | -4 | -1 | 9 | 0.91 | -0.9 | -3 | 0.88 | 10
Cc1ccc(C2SCC(=O)N2Cc2cn3ccsc3n2)o1 (stereo unspecified)
  21 | -1 | 1 | -2 | 1 | 0.7 | -1 | 0.79 | 5
CC1CCCCC1NC(=O)CSc1nnc(COc2ccc(Cl)cc2)o1 (stereo unspecified)
  3 | -7 | -2 | 2 | 0.98 | 1.1 | 0 | 0.97 | -1
Cc1ccc(S(=O)(=O)NCCN2CCOCC2)cc1C
  -2 | 2 | -1 | -5 | 1.1 | -1.6 | -1 | 1 | 0
CCOC(=O)c1cc(=O)n(Cc2ccccc2C)c2ccccc12
  1 | -11 | 2 | 9 | 0.91 | 2.9 | -2 | 0.99 | 1
COC(=O)N/N=C/c1cn(Cc2ccc(F)cc2)c2ccccc12
  -6 | -6 | 0 | 7 | 0.93 | 5.0 | 4 | 1.1 | -1

In another format: results already given.
O=C(NCc1ccccn1)c1ccc(Cl)c(NC2=NC3CS(=O)(=O)CC3S2)c1 (stereo unspecified)
  mIAP block: 4	A3G deaminase: -7	GRIN3A LBD mod: -1	hIAP inh: 18	hIAP activ: 0.82	MPTP block: 0.7	MIN6 prolif: 7	mIAP act: 0.96	A3A deaminase: -5
COc1ccc(/C=N/Nc2nnc(C)n2N)cc1OC(C)=O
  mIAP block: -4	A3G deaminase: -4	GRIN3A LBD mod: 1	hIAP inh: 10	hIAP activ: 0.9	MPTP block: -0.1	MIN6 prolif: -2	mIAP act: 1	A3A deaminase: -4
